# Screening data as filed in PubChem BioAssay.
# Mcl1-Noxa inh: Mcl-1/Noxa interaction inhibition | Q07820 | TR-FRET Mcl-1/Noxa peptide binding, 2 h | inhibition, % at 21.7 µM | 1.5% of 220,000 active | AID 1022;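 active = compounds that cut the protein-peptide binding signal by more than 50% relative to plate controls in a single-dose test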;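 also: His-tagged Mcl-1 with rhodamine Noxa BH3 peptide and terbium anti-His antibody; 0% = Mcl-1 plus Noxa peptide wells and 100% = peptide-only wells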
# Target sequence (Q07820 whole entry, looked up): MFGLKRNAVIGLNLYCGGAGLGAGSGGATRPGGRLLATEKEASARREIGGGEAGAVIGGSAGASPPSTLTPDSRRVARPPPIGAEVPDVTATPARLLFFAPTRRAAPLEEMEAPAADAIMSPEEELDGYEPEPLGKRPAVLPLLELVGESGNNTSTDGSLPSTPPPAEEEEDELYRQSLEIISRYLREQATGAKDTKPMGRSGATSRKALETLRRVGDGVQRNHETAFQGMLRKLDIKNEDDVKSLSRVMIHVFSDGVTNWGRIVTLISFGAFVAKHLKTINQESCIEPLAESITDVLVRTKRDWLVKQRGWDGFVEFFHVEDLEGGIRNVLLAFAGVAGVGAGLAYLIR
# Pf gametocyte: kills late stage P. falciparum gametocytes | 0.065% of 150,000 active | inhibition, % at 10.9 µM | P. falciparum stage V gametocytes, ATP luminescence, 24 h;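 active = inhibition above the mean plus 3 SD of compounds within the control limits, set per campaign, cut at about 38% in these data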;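 also: 0% = DMSO wells and 100% = medium only without gametocytes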
# Rab7 wt modul: alters GTP binding to wildtype dog Rab7; GTP binding activity (percent of control), % at 10 µM; GST-Rab7 beads, fluorescent GTP binding, flow cytometry; actives lie on both sides; untreated = 100%, excess cold GTP = 0%; AID 758; 0.055% of 190,000 active;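 active = fluorescent GTP binding to Rab7 beads changed by at least 20 points from the 100% baseline, either direction, mostly lower; inconclusive = compound itself probably fluorescent, or too few beads counted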;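 also: median green fluorescence of bound Bodipy-FL-GTP per Rab7 bead population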
# Rac1 wt GTP bind: alters GTP binding to wildtype human Rac1. P63000. GTP binding activity (% of control), % at 10 µM. GST-Rac1 beads, fluorescent GTP binding, flow cytometry; actives lie on both sides; 0 = cold GTP competed, 100 = untreated. 0.27% of 190,000 active. AID 757;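 active = GTP binding activity at least 20 points away from the 100% control level, either lower or higher; inconclusive = compound flagged as likely green fluorescent, judged across all proteins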
# Rab2A wt mod: changes GTP binding to wildtype dog Rab2A, up or down. P61105. GST-Rab2 wt beads, Bodipy-GTP binding, flow cytometry. 0.19% of 190,000 active. GTP binding activity, % at 10 µM;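 active = GTP binding activity at least 20 points away from 100%, either lowered or raised; inconclusive = signal likely due to the compound's own green fluorescence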;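 also: 0% = beads with excess unlabeled GTP and 100% = no-compound control corrected for plate trend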
# RGS8-Gao: regulators of human RGS8-Galphao interaction; response (percent of control binding), % at 10 µM; P09471; 0.34% of 220,000 active; multiplexed bead flow cytometry, RGS8-Galphao binding; actives lie on both sides; AID 1423; in the data active = response below about 60% or above about 140%; inactive = in between;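 also: Galphao activated as the GDP aluminium fluoride complex binding bead-coupled RGS8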
# Target sequence (P09471 whole entry, looked up): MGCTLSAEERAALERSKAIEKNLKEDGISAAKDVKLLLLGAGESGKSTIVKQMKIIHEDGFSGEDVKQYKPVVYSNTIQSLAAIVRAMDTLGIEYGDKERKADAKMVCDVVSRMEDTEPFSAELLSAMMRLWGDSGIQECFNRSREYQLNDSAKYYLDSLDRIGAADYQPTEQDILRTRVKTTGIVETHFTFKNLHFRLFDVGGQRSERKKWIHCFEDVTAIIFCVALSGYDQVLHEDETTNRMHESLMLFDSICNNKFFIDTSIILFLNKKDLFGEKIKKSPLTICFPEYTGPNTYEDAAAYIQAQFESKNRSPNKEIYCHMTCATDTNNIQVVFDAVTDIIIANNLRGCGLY
# Rac1 act GTP bind: modulators of GTP binding to human Rac1 activated mutant | AID 764 | GST-Rac1 activated beads, fluorescent GTP binding, flow cytometry; actives lie on both sides; 100% means binding = to untreated wells | 0.11% of 190,000 active | P63000 | percent activity (GTP binding), % at 10 µM;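 active = GTP binding at least 20 percentage points away from the 100% baseline, in either direction, so actives lie on both sides; inconclusive = Compound likely fluorescent itself, or too few beads counted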
# Cdc42 wt GTP: modulators (inhibitors or activators) of GTP binding to human Cdc42 wildtype | P60953 | GST-Cdc42 beads, Bodipy-GTP binding, flow cytometry; actives lie on both sides | percent activity (GTP binding), % at 10 µM | 0.2% of 190,000 active | AID 761;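 active = percent activity GTP binding at least 20 points away from the 100% baseline, either down as inhibitor or up as activator; inconclusive = compound flagged as likely green fluorescent from well-wide comparison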;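 also: median bead fluorescence of bound Bodipy-FL-GTP at 100 nM; 0% = excess unlabeled GTP control and 100% = no compound control; below 100% means less GTP binding so inhibitor and above means activator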
# Target sequence (P60953 whole entry, looked up): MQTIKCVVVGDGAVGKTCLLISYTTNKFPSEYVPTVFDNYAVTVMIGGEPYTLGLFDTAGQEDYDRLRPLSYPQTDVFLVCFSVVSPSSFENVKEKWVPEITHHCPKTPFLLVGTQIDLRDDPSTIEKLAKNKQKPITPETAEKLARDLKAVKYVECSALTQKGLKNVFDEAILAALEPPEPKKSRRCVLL
# Mcl-1 Bim block: human Bim-Mcl-1 interaction inhibition | Q07820 | Bead-based flow cytometry, Bim peptide-Mcl-1 binding | inhibition, % at 10 µM | 0.1% of 190,000 active; in the data active = inhibition above about 40%;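 also: 0% = no compound tracer wells and 100% = peptide blocker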
# Mcl1 Bid PPI: Mcl-1/Bid interaction inhibition; Q07820; TR-FRET Mcl-1/Bid-Dy647 peptide binding, 1536-well; inhibition, % at 21.7 µM; 0.97% of 220,000 active;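 active = compounds that cut the binding signal by more than half at the single screening dose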;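 also: His-tagged Mcl-1 with europium anti-His antibody binding Bid BH3 peptide; 0% = Mcl-1 plus peptide wells and 100% = peptide-only wells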
# HRas wt GTP bind: modulators of GTP binding to human HRas wildtype. P01112. GST-Ras wt beads, Bodipy-FL-GTP binding, flow cytometry; actives lie on both sides. GTP binding activity, % at 10 µM. 0.14% of 190,000 active;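 active = GTP binding activity at least 20% away from the 100% baseline, either lowered as inhibitor or raised as activator; inconclusive = flagged as likely green fluorescent, judged across all proteins in the well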;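 also: 0% = unlabeled GTP competition control and 100% = no-compound control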
# * hit, by the source's call; u = inconclusive; x = not tested or not shown.
SMILES,Mcl1 Bid PPI,Rac1 act GTP bind,Rab7 wt modul,RGS8-Gao,Mcl-1 Bim block,Rab2A wt mod,Pf gametocyte,Rac1 wt GTP bind,Cdc42 wt GTP,HRas wt GTP bind,Mcl1-Noxa inh
Cc1cc(C(=O)CN2C(=O)NC(CC(C)C)C2=O)c(C)n1-c1ccccc1F (stereo not given),-13.7,97.0,102.0,100.8,-3.0,100.0,x,102.0,96.0,99.0,19.0
O=C(Nc1ccc(N2CCOCC2)cc1)C1CCCN(S(=O)(=O)c2ccccc2)C1 (stereo not given),-30.9,103.0,105.0,99.2,0.0,102.0,16.4,109.0,107.0,104.0,7.7
Cc1ccc2c(N)c(C#N)sc2n1,-12.4,92.0,98.0,100.8,1.0,93.0,x,94.0,94.0,96.0,18.5
O=C(O)/C=C/C(=O)Nc1ccccc1C(=O)Nc1ccccc1,-15.2,99.0,105.0,97.8,2.0,103.0,x,106.0,105.0,103.0,11.6
O=[N+]([O-])c1ccc(-c2ccc(/C=N/Nc3nc(NCc4ccccc4)nc(N4CCOCC4)n3)o2)cc1,-4.0,100.0,100.0,103.6,1.0,99.0,-32.9,98.0,98.0,99.0,16.0
Cn1nc(-c2ccccc2)c(C#N)c1Sc1cccc(Cl)c1,1.4,94.0,94.0,110.1,-4.0,96.0,x,94.0,95.0,96.0,4.8
O=C1C2C3c4ccccc4C(c4ccccc43)C2C(=O)N1c1cccnc1 (stereo not given),-3.6,97.0,102.0,72.6,0.0,101.0,-5.7,105.0,101.0,98.0,23.9
CC1CCN(C(=O)CCCC(=O)O)CC1,-23.0,103.0,100.0,85.4,-1.0,103.0,1.0,103.0,102.0,102.0,22.0
O=C(COC(=O)/C=C/c1ccco1)Nc1ccc(F)cc1Cl,-38.2,95.0,94.0,100.1,5.0,93.0,-6.8,99.0,96.0,94.0,0.2
C=C(C)c1cccc(C(C)(C)NC(=O)N2CCN(c3ccc(OC)cc3)CC2)c1,-71.2,101.0,100.0,103.7,1.0,99.0,-25.0,103.0,103.0,101.0,50.3
COCCCN1C(=O)CC(C(=O)OC)=C1C,-21.9,93.0,95.0,103.7,0.0,97.0,-9.4,100.0,96.0,99.0,-0.9
COc1ccc(C)cc1N(CC(=O)N/N=C/c1ccc2c(c1)OCO2)S(C)(=O)=O,10.8,97.0,99.0,108.8,-1.0,98.0,-21.4,102.0,99.0,97.0,17.6
COn1c(C)c(C(C)=O)c2c3nonc3ccc21,-26.4,100.0,95.0,100.3,-5.0,97.0,-3.5,105.0,103.0,100.0,14.2
CC(=O)NC1(C(Cl)(Cl)Cl)Oc2ccccc2O1,-7.4,102.0,104.0,99.3,-2.0,103.0,18.5,108.0,108.0,104.0,-19.8
CCOC(=O)C(NC(=O)Nc1ccc(Cl)cn1)(Oc1ccccc1)C(F)(F)F (stereo not given),-5.0,97.0,97.0,98.9,-2.0,96.0,-14.2,99.0,98.0,97.0,16.5
O=S(=O)(c1cccs1)N1CN(Cc2cccs2)c2nc3ccccc3nc21,-31.1,102.0,100.0,101.4,-6.0,101.0,x,107.0,101.0,104.0,9.7
CCOC(=O)C1CCN(C(=O)C2CCN(S(=O)(=O)N3CCCC3)CC2)CC1,-32.9,102.0,100.0,105.3,-3.0,106.0,x,101.0,106.0,103.0,2.1
CCN(CC)c1nc2nonc2nc1N(CC)CC,-5.5,98.0,103.0,98.7,0.0,100.0,-2.4,103.0,100.0,102.0,0.6
CCCc1nnc(NC(=O)Cn2c(=O)oc3cc(Br)ccc32)s1,-47.0,99.0,101.0,98.2,-2.0,100.0,17.4,103.0,99.0,103.0,13.4
CCC1(C)OC(=O)NN(c2ccc(C)cc2)C1(C)O (stereo not given),-23.4,101.0,96.0,103.4,-4.0,100.0,12.1,104.0,105.0,101.0,2.7

# Grouped by structure, the compounds so far with a furan ring, fused or not.
SMILES,Mcl1 Bid PPI,Rac1 act GTP bind,Rab7 wt modul,RGS8-Gao,Mcl-1 Bim block,Rab2A wt mod,Pf gametocyte,Rac1 wt GTP bind,Cdc42 wt GTP,HRas wt GTP bind,Mcl1-Noxa inh
O=[N+]([O-])c1ccc(-c2ccc(/C=N/Nc3nc(NCc4ccccc4)nc(N4CCOCC4)n3)o2)cc1,-4.0,100.0,100.0,103.6,1.0,99.0,-32.9,98.0,98.0,99.0,16.0
O=C(COC(=O)/C=C/c1ccco1)Nc1ccc(F)cc1Cl,-38.2,95.0,94.0,100.1,5.0,93.0,-6.8,99.0,96.0,94.0,0.2

# More compounds:
SMILES,Mcl1 Bid PPI,Rac1 act GTP bind,Rab7 wt modul,RGS8-Gao,Mcl-1 Bim block,Rab2A wt mod,Pf gametocyte,Rac1 wt GTP bind,Cdc42 wt GTP,HRas wt GTP bind,Mcl1-Noxa inh
CC(=O)CSc1ncnc2c1oc1ccccc12,-18.1,102.0,98.0,93.0,-1.0,100.0,x,105.0,105.0,101.0,2.0
NC(=O)C1(N2CCCCC2)CCN(C(=S)NCCc2ccccc2)CC1,-25.7,95.0,97.0,107.7,2.0,97.0,x,99.0,99.0,98.0,2.7
O=C(NCc1ccco1)c1ccc(Br)c(S(=O)(=O)N2CCCCC2)c1,-13.1,101.0,102.0,93.8,5.0,102.0,x,99.0,97.0,97.0,24.2
CC(=O)CCc1c(C)c2cccc(C)c2[nH]c1=O,-5.5,101.0,98.0,98.0,0.0,100.0,x,106.0,103.0,102.0,4.9
CCC(=O)Nc1ccc(C(=O)CSc2nnc(-c3ccccc3F)n2C2CC2)cc1,1.4,98.0,101.0,105.1,-5.0,101.0,8.8,102.0,100.0,100.0,47.6
Cc1nccn1CCCNC(=O)CC1C(=O)NCCN1Cc1ccc(Cl)c(F)c1 (stereo not given),-31.2,u,u,102.2,-2.0,u,-0.3,u,u,u,5.3
O=C(CSc1ccc2ccccc2c1)NC1CCCc2ccccc21 (stereo not given),-26.4,100.0,101.0,100.1,-1.0,99.0,-6.1,100.0,99.0,101.0,9.2
Cn1c(=O)c2c(SCc3cccnc3)nc(CC(C)(C)C)nc2n(C)c1=O,6.2,99.0,100.0,99.0,-5.0,100.0,x,109.0,102.0,100.0,24.2
Cc1cc(C)cc(NC(=O)CN(C)S(=O)(=O)c2cnc[nH]2)c1,-1.8,101.0,98.0,103.2,0.0,104.0,x,106.0,104.0,100.0,-5.0
COc1ccc(NC(=O)[C@@H](NC(=O)c2ccccc2)C(C)C)cc1S(=O)(=O)N1CCCCC1,-10.3,98.0,97.0,118.4,-11.0,99.0,5.6,101.0,100.0,100.0,3.9
C=C(C)c1cccc(C(C)(C)NC(=O)N2CCN(C)CC2)c1,-3.5,99.0,98.0,103.7,-7.0,99.0,x,100.0,101.0,96.0,3.8
O=C(CN1C(=O)/C(=C\c2cccc(Cl)c2)Oc2ccccc21)N1CCN(c2ccccn2)CC1,1.0,97.0,106.0,105.4,-2.0,103.0,x,96.0,101.0,101.0,-3.3
O=S(=O)(NCCOCCNS(=O)(=O)c1ccccc1)c1ccccc1,-5.7,99.0,104.0,102.1,0.0,101.0,x,106.0,106.0,102.0,12.3
Cc1nc2ccc(S(=O)(=O)c3ccc4nc(C)[nH]c4c3)cc2[nH]1,-2.8,99.0,97.0,105.6,0.0,98.0,6.4,103.0,102.0,101.0,-8.7
COc1cccc(-c2nc(OC(C)C)c3ccccc3n2)c1,-0.5,94.0,102.0,101.7,0.0,98.0,-48.3,99.0,98.0,100.0,1.2
c1ccc2c(c1)ncn2-c1ccc(-c2ccnc(-c3ccncc3)n2)cc1,10.8,99.0,99.0,98.4,1.0,100.0,13.3,100.0,100.0,100.0,15.6
CCOc1ccc2nc(NC(=O)C(NS(=O)(=O)c3cccs3)C(C)C)sc2c1 (stereo not given),-12.4,97.0,97.0,101.6,0.0,99.0,x,99.0,100.0,98.0,6.0
COC(=O)Cn1c(C(=O)N2CCCC2)cc2c1C[C@H]1CN(C(=O)c3ccccc3)[C@@](Cc3ccc(F)cc3)(C(=O)OC)[C@@H]21,-13.9,101.0,100.0,108.9,0.0,101.0,x,107.0,107.0,100.0,6.8
CCO[C@H]1OC(C(=O)Nc2ccccc2)=C[C@@H](c2csc3ccccc23)[C@@H]1CCCO,4.1,93.0,97.0,99.2,-4.0,96.0,x,94.0,94.0,94.0,-10.7
O=C(CN1CCN(Cc2ccccc2)CC1)c1ccccc1,-8.0,100.0,99.0,97.2,0.0,102.0,x,104.0,103.0,102.0,17.3
O=[N+]([O-])c1cc(-c2ncccn2)c([N+](=O)[O-])s1,-1.2,76.0*,101.0,92.8,3.0,92.0,-17.4,95.0,81.0,96.0,38.5
COc1ccc(OC)c(-c2nc(CN(C)C(C)c3ccncn3)c(C)o2)c1 (stereo not given),-16.7,95.0,92.0,101.0,3.0,97.0,-5.5,94.0,97.0,92.0,-6.7
O=C(COC(=O)COc1ccccc1)Nc1cccc([N+](=O)[O-])c1,7.1,94.0,94.0,72.6,2.0,95.0,2.2,93.0,92.0,91.0,2.0
Cc1nc(NC(=O)CCc2ccccc2)ccc1Br,-28.2,98.0,95.0,96.3,1.0,97.0,x,104.0,97.0,99.0,-11.2
Cc1sc(-c2ccccn2)nc1OC(=O)c1ccc(F)cc1F,-22.9,96.0,90.0,102.7,1.0,93.0,-0.1,95.0,97.0,93.0,10.8
CCN1CCN(CCOc2ccc(Br)cc2C)CC1,47.9,96.0,92.0,107.0,5.0,94.0,-22.4,91.0,96.0,90.0,24.7
O=C(NCc1ccccn1)c1ccc(Cl)c(S(=O)(=O)N2CCCCC2)c1,-3.2,98.0,95.0,97.8,8.0,97.0,-12.7,99.0,95.0,98.0,11.7
Cc1cc(C)n2cc(CSc3nnc(N)s3)nc2n1,-16.1,99.0,104.0,98.6,-3.0,102.0,x,106.0,101.0,102.0,4.7
CCN1/C(=C\C=C2\C(=O)N(c3ccccc3)C(=S)N2C)Sc2ccccc21,77.9*,85.0,83.0,94.6,-5.0,87.0,15.1,83.0,83.0,78.0*,60.1*
Cc1nn(C)c(Oc2ccccc2)c1CCNC(=O)C(C)(C)C,-55.1,96.0,92.0,97.8,-3.0,95.0,-17.6,95.0,91.0,94.0,9.2
O=C(Nc1ccc(Cl)cc1C(=O)Nc1ccc(Br)cn1)c1ccco1,-8.1,94.0,94.0,98.5,-6.0,95.0,-10.4,95.0,99.0,97.0,-4.3
Cc1ccccc1NC(=O)C(C#N)Cc1cccnc1 (stereo not given),-27.0,102.0,97.0,104.4,-5.0,101.0,-11.4,105.0,103.0,104.0,6.8
CCOC(=O)CN/C=C(\C#N)c1ccccc1,-99.3,99.0,99.0,101.8,0.0,96.0,x,102.0,101.0,99.0,6.0
